# SRC3 TRFRET art = TR-FRET detection interference compounds, artefact control for PPARgamma SRC-3 recruitment agonists, biochemical, TR-FRET ratio; TR-FRET artefact counter-screen, PPARgamma/SRC-3 format; active compounds read high; TR-FRET ratio at 8 µM; 99,000 tested, 0.39% active; in the data active = TR-FRET ratio above about 2000; also: inactives centre near 1600
# SRC1 TRFRET art = TR-FRET detection interference compounds, primary screen, artefact control for PPARgamma SRC-1 recruitment agonists, biochemical, TR-FRET emission ratio | 99,000 tested, 0.34% active | TR-FRET ratio at 8 µM | AID 1051, 2008 | TR-FRET detection artefact counter-screen; active compounds read high; in the data active = TR-FRET ratio above about 2300; also: inactives centre near 1800
# Numbers without * were called inactive. Some of the compounds tested (hit frequency here may not be typical).
molecule	SRC3 TRFRET art	SRC1 TRFRET art
Cc1nc(C(F)(F)F)c(C(=O)N/N=C(\N)c2cccnc2)s1	1386	1619
Cc1nc(Cc2ccc(OC(C)C)cc2)[nH]c(=O)c1CC(=O)O	1411	1641
CCOc1ccccc1CN1CCN(Cc2ccc(C)o2)CC1CCO (stereo not drawn)	1737	1682
CCOc1ccc(S(=O)(=O)N2CCN(S(=O)(=O)c3ccc(OCC)cc3)C(C)C2)cc1 (stereo not drawn)	1556	1736
Cc1nn(CCN)c(C)c1Cl	1507	1853
OCCC1CN(Cc2ccc3c(c2)CCO3)CCN1Cc1ccc(F)cc1 (stereo not drawn)	1340	1610
CCOc1ccc(Br)cc1C(=O)N/N=C/c1ccc([N+](=O)[O-])cc1	1542	1882
O=C(O)CSc1c(-c2cccs2)[nH]c2ccccc12	1655	1985
COc1ccc(/C=C/C(=O)Nc2sc(Cc3ccccc3)c(C)c2C(N)=O)cc1	1508	1834
Cc1cnc(C(=O)Nc2ccc(C(C)C)cc2)cn1	1603	1823
COc1cccc2cc(/C(C)=N/NC(=O)c3ccco3)oc12	1518	1810
Cc1ccc(C(=O)OCC(=O)Nc2ccccc2Sc2ccccc2)cc1C	1675	1784
COCCCNC(=O)CCCn1c(=O)c2ccccc2n(CC(=O)Nc2c(C)cc(C)cc2C)c1=O	1521	1770
COc1ccc([N+](=O)[O-])cc1NC(=O)C(C)OC(=O)c1cccnc1Cl (stereo not drawn)	1558	1588
Nc1nc(SCC(=O)NNc2c(Cl)cc(Cl)cc2Cl)n[nH]1	1522	1900
O=C(N/N=C/c1cc([N+](=O)[O-])ccc1O)c1cc(-c2ccccc2)nc2ccccc12	1534	2006
CCOC(=O)c1sc(NC(=O)C(C)C)c(C#N)c1C	1472	1878
CCn1cnc2cc([N+](=O)[O-])ccc21	1573	1656
CCOc1ccc(C(=O)Nc2ccc(-c3nc4ccccc4[nH]3)cc2)cc1[N+](=O)[O-]	1435	1704
CCC(=O)Nc1ccc(Cl)c(NC(=O)c2c(OC)cccc2OC)c1	1772	1904
Cc1ccc(NC(=O)COC(=O)CC2CCCC2)cc1Cl	1497	1590
COc1cccc(/C=N/NC(=O)CNC(=O)c2ccc3c(c2)OCCO3)c1O	1586	1680
C=CC(=O)NCC1OCCc2ccccc21 (stereo not drawn)	1387	1674
COc1ccc(OCC(=O)N2CCN(C(=O)c3ccc([N+](=O)[O-])cc3)CC2)cc1	1543	1638
Cc1cccc(CC(=O)NCCn2c(C)cc3ccccc32)c1	1804	1835
CN1C(=O)/C(=C/c2ccccc2OCc2ccccc2)NC1=S	1332	1849
C=CCc1cccc2ccc(=O)oc12	1583	1684
COc1cc(/C=N/NC(=O)c2cc(C)oc2C)cc(OC)c1OC	1600	1592
Cc1ccc(COc2ccsc2C(=O)O)cc1	1614	1855
CC(=O)N(Cc1ccco1)Cc1cc2cccc(C)c2n2nnnc12	1399	1605
CCOC(=O)C1=NN(C(=O)Cc2ccccc2)C(O)(c2ccc(Cl)cc2)C1 (stereo not drawn)	1623	1682
O=C(c1ccccc1)c1c(O)nc(-c2ccccc2)n(-c2ccccc2)c1=O	1664	1960
CC(C)(C)c1nnc(NC(=O)CCn2cnc3ccccc3c2=O)s1	1548	1930
Cc1ccc(/C=C/c2nc3ccccc3c(=O)n2CCc2ccccc2)cc1	1681	1823
COc1ccc(/C(C)=N/OCC(=O)N2CC3(C)CC2CC(C)(C)C3)cc1 (stereo not drawn)	1738	2007
COc1ccc(C2NC(=S)NC(C)=C2C(=O)N2CCOCC2)cc1 (stereo not drawn)	1640	1955
CC(C)Cc1ccc(/C=C/C(=O)N2CCCCC2)cc1	1438	1950
CN(c1ccc(F)cc1)S(=O)(=O)c1ccc(Cl)c(C(=O)OCC(=O)NCc2ccco2)c1	1678	1708
O=C(Nc1ccc(F)cc1)C(c1ccccc1)N1CCN(S(=O)(=O)c2c(F)cccc2F)CC1 (stereo not drawn)	1669	1975
Oc1ccc(-c2csc(Nc3ncccn3)n2)cc1O	1781	1946
COc1ccc(N2CCN(C(C)=C3C(=O)c4ccccc4C3=O)CC2)cc1	1630	1816
COc1ccc(OCC(=O)O/N=C(\N)Cc2cccs2)cc1	1474	1569
CC(C)CC(=O)Nc1ccnc(-c2ccncc2)n1	1759	2104
CCCCNC(=S)NNC(=O)c1ccc(Br)o1	1800	1950
COc1ccc(Nc2nnc(Cc3ccc(Cl)cc3)c(=O)[nH]2)c(OC)c1	1594	1553
O=C1NC(=O)/C(=C\c2ccccc2OCc2ccccc2)S1	1340	1754
Cc1cccc(N=C/C(C(=O)C(F)(F)F)=C(\O)c2ccco2)c1	1698	1984
Cc1ccc(-n2c(SCC(N)=O)nc3c(c2=O)C2(CCCC2)Cc2ccccc2-3)cc1	1831	2080
CC(Oc1ccccc1)c1nnc(N)s1 (stereo not drawn)	1567	1972
Cc1ccc(NC(=O)C(OC(=O)c2cc(C)oc2C)c2ccccc2)cc1 (stereo not drawn)	1825	1893

# Among those listed so far, these have an aryl thioether with sulfur outside any ring:
molecule	SRC3 TRFRET art	SRC1 TRFRET art
O=C(O)CSc1c(-c2cccs2)[nH]c2ccccc12	1655	1985
Cc1ccc(C(=O)OCC(=O)Nc2ccccc2Sc2ccccc2)cc1C	1675	1784
Nc1nc(SCC(=O)NNc2c(Cl)cc(Cl)cc2Cl)n[nH]1	1522	1900
Cc1ccc(-n2c(SCC(N)=O)nc3c(c2=O)C2(CCCC2)Cc2ccccc2-3)cc1	1831	2080

# (more compounds)
molecule	SRC3 TRFRET art	SRC1 TRFRET art
COc1ccc(CN2C(=O)c3ccccc3C2C(=O)NCCc2ccccc2)c(OC)c1 (stereo not drawn)	1759	2086
Cc1ccccc1NC(=O)N1CCC(C(=O)c2ccc(F)cc2)CC1	1425	1447
CCn1ncc([C@@H]2C[C@H]3CN(Cc4cccc(Cl)c4)C(=O)[C@]34CCCN24)c1C	1358	1601
CCOC(=O)c1c(C)oc2c1c(CN1CCN(C(=O)OCC)CC1)c(O)c1ccccc12	1599	1831
Cc1ccccc1NC(=O)C(=O)NCCc1c[nH]c2ccccc12	1504	1664
COc1ccc(C2C(C#N)=C(N)N(c3ncn[nH]3)C3=C2C(=O)CCC3)cc1 (stereo not drawn)	1691	1993
C=CCOc1ccc(/C=N/NC(=O)CN2CCOCC2)cc1OCC	1571	1757
Cc1nn(-c2ccccc2)c2nc3c(cc12)C(=O)CCC3	1544	1846
O=C(N/N=C/c1cn[nH]c1-c1ccc(Cl)cc1)c1ccc([N+](=O)[O-])cc1	1333	1831
COc1ccc(N2C(=O)CC(NNc3ncc(Cl)cc3Cl)C2=O)cc1 (stereo not drawn)	1501	1772
Cc1cccnc1N(C(=O)Nc1cccc(Cl)c1)C1=NCC(C)(C)S1	1628	1946
CN(C)C(=S)SCC(=O)Nc1cccc(C(F)(F)F)c1	1642	1922
O=C(CSc1ccccn1)Nc1ccc(N2CCOCC2)cc1	1650	1600
Cc1ccc(OCCCNC2CCCC2)cc1	1649	1937
O=C(O)c1c[nH]c2ccc(S(=O)(=O)N3CCN(c4ccc(F)cc4)CC3)cc2c1=O	1626	1709
N#CCc1nc(-c2cc3ccccc3oc2=O)cs1	1468	1778
CCOc1ccc(C(C(=O)NC2CCCCC2)N(C(=O)c2ccccn2)c2cccnc2)cc1 (stereo not drawn)	1593	1649
O=C(/C=C/c1c[nH]c2ccccc12)c1ccccc1	1658	1803
CCCC1=C(C(=O)OCC)C(c2ccc(OC)c(C)c2OC)C(C#N)=C(N)O1 (stereo not drawn)	1727	2063
ClCC1CSC(=NC23CC4CC(CC(C4)C2)C3)O1 (stereo not drawn)	1514	1778
CCCCOc1ccc(-c2nc(-c3cccnc3)no2)cc1	1399	1957
CN1CCN(C(=O)C2=C[C@@H](c3ccc(Br)cc3)C[C@@H](OCc3ccc(CO)cc3)O2)CC1	1481	1862
Cc1ccc(Cn2c(O)c(N=NC(=S)Nc3ccccc3F)c3cc(S(=O)(=O)N4CCOCC4)ccc32)cc1	1742	1940
O=C(Cn1c(=S)[nH]c2ccccc21)c1ccccc1	1556	1733
CCOc1ccc(C(=O)NCCN2CCOCC2)cc1	1569	1675
CC(C)N1C(=O)CCC1C(=O)O (stereo not drawn)	1491	1678
CC(O)Cc1cn([C@@H](CCCCNC(=O)OC(C)(C)C)C(=O)N2CCN(C(=O)OC(C)(C)C)CC2)nn1 (stereo partly drawn)	1441	1805
COc1ccc(N2CCN(Cc3nnnn3C3CCCCC3)CC2)cc1	1320	1670
COc1cc(C(=O)N2CCN(C(=O)c3ccco3)CC2)c([N+](=O)[O-])cc1OC	1656	2062
COCCCn1nnnc1SCC(=O)N1CCN(C(=O)c2ccco2)CC1	1758	1819

# Overlap with the part before: two compounds; new compounds follow.
molecule	SRC3 TRFRET art	SRC1 TRFRET art
COc1cc(C(=O)N2CCN(C(=O)c3ccco3)CC2)c([N+](=O)[O-])cc1OC	1656	2062
COCCCn1nnnc1SCC(=O)N1CCN(C(=O)c2ccco2)CC1	1758	1819
CCOc1ccccc1NC(=O)C(NCCN(C)C)c1ccccc1 (stereo not drawn)	1677	1966
O=C(NC(=S)N(CC1CCC1)CC1CCCO1)c1cccc([N+](=O)[O-])c1 (stereo not drawn)	1510	1739
Cc1ccc(-c2nn(-c3ccccc3)cc2C(N)=O)o1	1766	1577
COc1ccc(C(c2nnnn2C(C)(C)C)N2CCN(c3nc4ccccc4s3)CC2)cc1 (stereo not drawn)	1519	1841
O=C(COC(=O)CCC(=O)c1cccs1)Nc1ncc(Cl)cc1Cl	1743	1816
CSc1ncc(CN2CCN(CC=C(C)C)C(CCO)C2)cn1 (stereo not drawn)	1654	1470
O=C(CNC(=O)Cn1ccc2ccccc2c1=O)NCCCN1CCCCCC1	1298	1597
Cc1ccc(NC(=O)CC2S/C(=N/N=C3/NC(=O)CS3)NC2=O)cc1 (stereo not drawn)	1453	1521
CC(=O)c1cccc(NC(=O)CC2S/C(=N/N=C/c3ccccc3)NC2=O)c1 (stereo not drawn)	1635	1752
C=CCC(C(=O)OC)(C(=O)OC)c1ccccc1[N+](=O)[O-]	1626	1797
N#CCSc1nc2ccccc2c(=O)n1CCCC(=O)NCc1ccco1	1688	1837
Cc1ccc2cc(/C=N/NC(=O)c3ccc(F)cc3)c(Cl)nc2c1	1858	2097
O=[N+]([O-])c1cccc(C2Nc3cccc4cccc(c34)N2)c1	1681	2031
O=C(NCC1CCCO1)/C(=C\c1cccs1)NC(=O)c1ccccc1 (stereo not drawn)	1462	1550
CC(=O)c1c(C)cc(C)c(CSc2nc(C)cc(=O)[nH]2)c1C	1559	1955
NNC(=O)c1ccc2nc(-c3ccc(Br)cc3)cn2c1	1741	1708
CCOC(=O)N1CCN(Cc2nc(CC3CC3)no2)CC1	1463	1947
CCOC(=O)NN1C(=O)c2ccccc2NC1c1ccccc1O (stereo not drawn)	1553	1606
COc1cc(CNc2ccc(O)cc2)cc(Br)c1OCc1ccccc1	1538	1745
Cc1ccc(S(=O)(=O)NN=C2CCC(C(C)(C)C)CC2)cc1[N+](=O)[O-] (stereo not drawn)	1610	1774
CC(=O)Nc1cccc(NC(=O)C(F)(F)F)c1	1651	1821
CC(C)(C)NC(=O)C(=O)NN=C1CCCCCCC1	1460	1509
CCOc1ccc(-c2nc(CN(Cc3ccccc3)C[C@@H]3CCC(=O)N3)c(C)o2)cc1	1681	1755
CC(C(=O)Nc1ccc(S(N)(=O)=O)cc1)N1CCc2ccccc21 (stereo not drawn)	1519	1831
O=C(Nc1cccc(C(F)(F)F)c1)c1cnccn1	1584	1943
COC(=O)C(C)n1nnc2sc(-c3ccccc3)cc2c1=O (stereo not drawn)	1474	1714
CCC(C)(C)NC(=O)C(c1ccncc1)N(Cc1cccs1)C(=O)Cn1nnc2ccccc21 (stereo not drawn)	1622	1556
c1ccc2c(CN3CCCCC3)csc2c1	1472	1786
O=C(NC1CCCCC1)c1cc(Cl)ccc1[N+](=O)[O-]	1591	1755
Cc1ccc(S(=O)(=O)N(CC(=O)Nc2cccc([N+](=O)[O-])c2)Cc2ccc(Cl)cc2)cc1	1546	1635

# 3 entries picked at random from the list so far, as already listed:
molecule	SRC3 TRFRET art	SRC1 TRFRET art
c1ccc2c(CN3CCCCC3)csc2c1	1472	1786
Cc1ccc(S(=O)(=O)N(CC(=O)Nc2cccc([N+](=O)[O-])c2)Cc2ccc(Cl)cc2)cc1	1546	1635
O=C(Nc1cccc(C(F)(F)F)c1)c1cnccn1	1584	1943

# Further compounds follow:
molecule	SRC3 TRFRET art	SRC1 TRFRET art
Cc1ccc(COc2ccc(/C=N/NC(=O)CN3CCCCC3)cc2)cc1	1587	1948
CC(C)N1CCc2c(sc(NC(=O)CN3C(=O)c4ccccc4C3=O)c2C(N)=O)C1	1453	1616
COCCNS(=O)(=O)c1cc(OC)ccc1OC	1374	1863
Cc1ccccc1NC(=S)N(Cc1ccco1)C(C)c1ccccn1 (stereo not drawn)	1546	1929
COc1ccc([N+](=O)[O-])cc1N(CC(=O)NCCSc1ccccc1)S(C)(=O)=O	1290	1562
Cc1ccccc1-n1c(Cn2c(=O)sc3ccccc32)nnc1SCC(=O)N1CCCC1	1571	1632
O=C(NCCc1ccccc1)Nc1ccc(Cl)cc1	1616	1976
O=C(C/C(=N\NC(=O)c1ccccc1Br)C(F)(F)F)c1cccs1	1569	1649
O=c1oc2c(CN3CCCCC3)c(O)ccc2c2c1CCCCC2	1719	1864
COc1ccc(-n2c(C)cc(/C=C3\SC(=S)NC3=O)c2C)cc1	1510	1935
CCCCNC(=S)N(C)/N=C/c1c(F)c(F)c(F)c(F)c1F	1863	1981

# Compound activity: PubChem, The Scripps Research Institute Molecular Screening Center
